Screening results (PubChem BioAssay)
CF NFkB inh – cystic fibrosis NF-kB activation inhibition. KKLEB NF-kB-GFP reporter, PAF-induced, GFP fluorescence overnight. inhibition, % at 5 µM. actives 0.86% (n = 360,000). AID 588850;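 active = at least 50% inhibition at 5 µM, scaled per plate between neutral and stimulator controls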;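 also: PAF is a Pseudomonas aeruginosa culture filtrate used as stimulus; plate controls were PAF-stimulated DMSO wells for no effect and unstimulated DMSO wells for full effect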
TRPM1 prom inh – MITF TRPM1 promoter inhibition in SK-MEL-5 cells; SK-MEL-5 TRPM1 promoter luciferase, 24 h; actives 0.83% (n = 330,000); inhibition, % at 12.5 µM; AID 488899;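 active = mean inhibition across replicates of 60% or more, whatever share of single replicates reaches that level; inconclusive = some that reach 60%, reason not given; inactive = mean inhibition across replicates below 60%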; also: values of inactives mirror those of a sister screen read the other way
TWEAK Fn14 block – blocks TWEAK-Fn14 interaction in a reporter cell assay; TWEAK-stimulated Fn14 reporter cells, luciferase luminescence, 8 h; inhibition, % at 10 µM; actives 2% (n = 360,000); AID 1159606; in the data active = inhibition above about 50%
KKLEB cytotox – counter-screen for CF NF-kB inhibitors: cytotoxicity | KKLEB CF airway cells viability, ATPlite luminescence, overnight; stronger effect = lower value; cells stimulated with P. aeruginosa culture filtrate | activity change (cytotoxicity), % at 5 µM | actives 0.36% (n = 360,000);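 active = corrected activity change at or below -50% at 5 µM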
Peg3 prom inh – inhibitors of Peg3 promoter; HeLa PEG-Prom luciferase reporter, luminescence, overnight; inhibition, % at 20 µM; actives 1.7% (n = 360,000);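 active = inhibition of at least 50% at 20 µM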
Shn3 3UTR inh – reduces Shn3 3'UTR luciferase signal in osteoblasts; actives 0.52% (n = 360,000); inhibition, % at 12.5 µM; AID 588674; Clone20 osteoblast Shn3 3'UTR firefly luciferase, 24 h;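 active = mean inhibition of at least 75% with every replicate also reaching 75%; inconclusive = mean inhibition at least 75% but some replicate below; inactive = mean inhibition below 75%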;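 also: 0% = median of neutral control wells and 100% = pilot-screen positive control compound; some compounds past the cut are filed as inactive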
HIF-2a inh – blocks HIF-2a reporter activity; 786-0 RCC cells HIF-2a reporter, luciferase luminescence, overnight; inhibition, % at 18.8 µM; AID 624352; actives 0.72% (n = 360,000);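 active = inhibition of the luminescence signal of 40% or more relative to plate controls, in a single-dose primary screen at 18.75 µM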
NR2E3 ag-1 – human photoreceptor-specific nuclear receptor agonism. Q9Y5X4. CHO-S Gal4-NCOR/VP16-NR2E3 two-hybrid, luciferase. actives 0.35% (n = 360,000). AID 602229. inhibition of corepressor binding, % at 3.98 µM;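 active = inhibition above the mean of all tested compounds plus 3 SD, cut at about 70% in these data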;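 also: 0% = DMSO with NR2E3 transfected cells and 100% = cells lacking NR2E3 construct; higher means lower luciferase signal from less NR2E3 corepressor binding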
Target sequence (Q9Y5X4 whole entry, looked up, the tested form may be a part): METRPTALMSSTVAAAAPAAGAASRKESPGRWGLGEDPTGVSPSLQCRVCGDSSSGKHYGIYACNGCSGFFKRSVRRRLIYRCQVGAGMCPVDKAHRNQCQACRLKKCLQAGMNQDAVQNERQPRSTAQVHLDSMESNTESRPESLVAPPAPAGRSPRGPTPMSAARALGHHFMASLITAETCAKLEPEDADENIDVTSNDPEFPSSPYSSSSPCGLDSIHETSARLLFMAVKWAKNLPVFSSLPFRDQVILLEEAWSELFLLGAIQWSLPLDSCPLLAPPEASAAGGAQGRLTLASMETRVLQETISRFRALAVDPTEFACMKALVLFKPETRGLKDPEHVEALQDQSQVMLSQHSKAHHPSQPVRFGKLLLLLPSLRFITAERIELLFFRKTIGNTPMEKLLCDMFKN
TRAIL sens C8 – sensitizes caspase-8 expressing cells to TRAIL; inhibition (viability loss, TRAIL sensitization), % at 10 µM; AID 624354; NB7+C8 cells + TRAIL, ATPlite viability luminescence; actives 1% (n = 360,000);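 active = compounds causing at least 50% loss of cell viability in the single-dose screen, relative to plate controls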
TROY signal inh – inhibitors of TROY-dependent NF-kB signaling; AID 1347056; inhibition, % at 10 µM; actives 0.98% (n = 360,000); Q293 LMP1-TROYcd NF-kB luciferase reporter, 4 h;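 active = compounds whose plate-normalised and pattern-corrected inhibition of the luciferase reporter signal at the single screening dose is 50% or more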
NR2E3 ag-2 – activates human photoreceptor nuclear receptor NR2E3; GST-NR2E3/biotin-RetCOR TR-FRET, 1536-well; inhibition of corepressor binding, % at 4.78 µM; actives 0.12% (n = 320,000); AID 2300;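 active = percent inhibition above the cutoff of mean plus 3 SD of all tested compounds, set per screening campaign, cut at about 20% in these data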;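 also: 0% = DMSO wells and 100% = biotin wells as full block of FRET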
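Material: NR2E3–RetCOR corepressor complex / Amount: 1.35 nM GST-NR2E3 / Medium: Tris pH 7.5 / Compound: single nominal compound dose of 4.8 µM / Incubation: 5 h at 4 °C / Technique: TR-FRET, Eu(K)-anti-GST donor, streptavidin-D2 acceptor, ex 340, em 617/671 nm / Read-out basis: percent loss of FRET ratio relative to control wells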
Numbers without * were called inactive; ? = inconclusive; / = no result given. These rows are one share of the data; rates above refer to the full screens.

SMILES	CF NFkB inh	TRPM1 prom inh	TWEAK Fn14 block	KKLEB cytotox	Peg3 prom inh	Shn3 3UTR inh	HIF-2a inh	NR2E3 ag-1	TRAIL sens C8	TROY signal inh	NR2E3 ag-2
COc1ccccc1C(C)NC(=O)C1CCN(S(=O)(=O)c2cccs2)CC1 (stereo not drawn)	22	14	-3	-17	17	30	13	7	10	-16	4
COc1ccc(OC)c(C2=NS(=O)(=O)N(C)C(C(=O)NCc3cccs3)=C2)c1	-10	3	-10	-2	3	-10	11	-16	-4	3	-3
COc1ccc(OC)c(C(=O)c2ccc(C(=O)c3cc(OC)ccc3OC)cc2)c1	26	-4	6	-11	23	39	-2	7	-13	14	0
C#CCN(CC(=O)OCC)S(=O)(=O)CCNC1CC1	12	/	11	-19	4	-16	13	-16	-2	-5	/
Cc1cc(C)c(NC(=O)CSc2nc(=O)n(CCN3CCOCC3)c3c2CCCC3)c(C)c1	5	-1	2	-6	16	20	12	-6	-3	2	-5
O=C(NCCCc1nc2ccccc2[nH]1)c1ccco1	3	14	12	-16	4	12	7	-13	2	4	3
CCOC(=O)c1cnc2cc(-c3ccc(C(C)(C)C)cc3)nn2c1N	3	-69	-3	-2	-90	-46	-164	-19	12	-21	0
CCOc1ccccc1NS(=O)(=O)c1cn(C)nc1C	16	-3	-27	-7	9	-15	16	-9	1	-3	1
O=C1CCN(C(=O)c2ccccc2)C2CCCCC12 (stereo not drawn)	5	3	17	-9	0	13	7	-8	0	-4	-1
CC(C)C[C@@H](CN1CCC[C@@H]1CN1C(=O)C(=O)NC[C@@H]1Cc1ccccc1)N1C[C@H](Cc2ccccc2)N(CC2CCCCC2)C(=O)C1=O	/	/	15	/	/	/	-65	-10	11	24	/
O=C(CCc1nnc2ccc(NCc3ccco3)nn12)N1CCN(c2ccc(F)cc2)CC1	12	10	24	-1	24	2	10	-6	-12	-2	2
CCOc1ccc2[nH]c(=O)c(CN(Cc3cccs3)C(CC)c3nnnn3C(C)(C)CC)cc2c1 (stereo not drawn)	8	16	-5	-6	16	2	13	-7	-9	-3	/
Nc1ccc(C(=O)Nc2cccc(N)c2)cc1	-20	-10	3	8	-74	-29	-118	-48	-8	-38	/
O=C(CC1C(=O)NCCN1Cc1ccc(F)cc1)NCCCn1cccn1 (stereo not drawn)	1	10	13	-3	7	3	3	-5	4	-6	4
COc1ccc2nc(SC(C)C(=O)NCC(=O)Nc3ccc(F)c(F)c3F)[nH]c2c1 (stereo not drawn)	15	-5	-18	-21	-27	-15	-31	15	14	-21	/
CCOC(=O)N1CCN(c2nc(-c3cccc(OC)c3)cc(C(F)(F)F)n2)CC1	4	5	-2	6	10	0	-2	5	-3	10	-1
CCOC(=O)Cc1csc(NC(=O)CSc2nccn2C)n1	18	11	3	-10	9	-5	1	3	3	-3	2
Clc1ccccc1Nc1c2c(nc3ncnn13)CCC2	13	3	0	-11	1	0	12	-12	-9	11	2
Cc1ccc(NC(=O)Cn2ccsc2=N)cc1S(=O)(=O)N(C)C	17	0	-8	-5	20	9	2	26	-3	13	-2
COC(=O)CSc1nc(C)c(C(C)=O)cc1C#N	-2	-11	21	1	2	-31	18	1	-4	-2	-2
c1ccc(C2(Cn3ccc4ccccc43)OCCO2)cc1	1	8	4	-11	22	1	13	-20	16	24	0
Clc1ccc(OCCN2CCN(c3ncnc4sccc34)CC2)cc1	12	32	39	-12	-3	?	10	89*	20	32	-2
Cc1cc(C)n2nc(CC(=O)NC3CCCC(C)C3C)nc2n1 (stereo not drawn)	12	5	4	8	-51	-17	6	-1	-5	-8	-4
CCC(=O)N1CCc2cc(S(=O)(=O)N3CCCCC3CC)ccc21 (stereo not drawn)	16	-1	-24	-2	21	5	15	4	-1	4	-7
COc1ccc(C(CNC(=O)C(=O)NC2CCCC2)N2CCN(C)CC2)cc1 (stereo not drawn)	6	-15	3	2	-12	1	7	18	5	-25	-4
N#Cc1ccccc1S(=O)(=O)N1CCN(C(=O)CCC2CCCC2)CC1	-8	1	-2	10	21	0	6	15	1	7	2
Cc1ccc(Cl)c2c1NC(=O)C2(O)CC(=O)c1ccc(Br)cc1 (stereo not drawn)	14	1	-5	-3	15	2	18	2	9	9	1
O=c1cc(NS(=O)(=O)c2ccccc2)nc(SCc2ccccc2Cl)[nH]1	-30	-3	11	-2	11	36	14	-16	8	-8	1
COc1ccc2oc(C(=O)OCC(=O)NC3(C#N)CCCC3)c(C)c2c1	-9	6	-11	-16	6	-11	1	-22	-6	-4	-1
O=C(NC1CCCCC1)C1CN(S(=O)(=O)c2ccccc2)CCN1S(=O)(=O)c1ccccc1 (stereo not drawn)	4	1	12	9	25	7	9	-13	-1	3	-4
Cc1ccc(-c2cc(C(=O)NCCCn3ccnc3)no2)cc1	-8	-2	-30	-3	-58	-32	-82	-26	13	-47	-1
CCC(=O)Nc1cccc(-c2nc3ccccc3c(=O)o2)c1	-12	-3	16	3	12	-21	15	-7	1	9	1
COc1cccc(NC(C)C(=O)Nc2cc([N+](=O)[O-])ccc2Cl)c1 (stereo not drawn)	6	8	-9	1	31	5	19	-8	-6	-4	3
CC(C)n1nnc2ccccc2c1=O	-4	-3	-19	0	10	-16	15	-8	12	-13	0
C[C@@H]1NC(=O)N(c2ccc(F)cc2)C1=O	-7	-10	-28	-1	-1	2	16	4	-9	-10	/
CN(CCC1CCOCC1)C(=O)CC1C(=O)NCCN1Cc1ccoc1 (stereo not drawn)	3	-9	12	-7	7	-75	17	10	1	1	2
COc1ccc(NC(=O)COc2coc(CN3CCN(c4ccccc4)CC3)cc2=O)cc1	4	-11	-1	-2	7	8	-3	6	1	13	2
Cc1ccccc1N(CC(N)=O)S(C)(=O)=O	2	8	-4	-5	10	-1	2	-3	-3	-1	3
O=C(COC(=O)c1ccc(Br)cc1)NCCN1C(=O)CSC1=O	-8	-2	11	-7	-6	-30	14	-9	-46	-5	4
Cc1cc(C(=O)NCCCN2CCOCC2)n(-c2ccccc2)n1	-15	8	-27	-3	-1	2	12	-30	-5	-1	2
COC(=O)Cn1c(=O)c2c(nc3n2CC(C)CN3Cc2ccccc2)n(C)c1=O (stereo not drawn)	10	-4	13	5	2	0	9	-19	-3	-12	-1
COc1ccc(/C=N/NC(=O)CCNc2n[nH]c(=O)[nH]c2=O)c(OC)c1	-41	13	10	14	21	5	10	1	-13	8	2
COc1ccc(NC(=O)CCOc2cc(C)ccc2C)cc1S(=O)(=O)N1CCCCC1	-13	12	35	-10	18	93*	-4	-17	18	50	/
CSCCC(NS(=O)(=O)c1ccc(C)cc1)C(=O)N1CCN(S(=O)(=O)c2ccc(F)cc2)CC1 (stereo not drawn)	-2	2	-3	12	4	11	-4	21	-7	-7	0
O=C(c1cccs1)N(Cc1ccc(F)cc1)C1CCS(=O)(=O)C1 (stereo not drawn)	-26	-6	-1	14	15	-7	9	2	5	9	0
O=C(NCC(c1ccco1)N1CCN(c2ccc(F)cc2)CC1)C(=O)NC1CC1 (stereo not drawn)	1	2	-2	4	2	12	11	-2	-1	4	-2
CCOC(=O)c1sc(NC(=O)CSc2nc3ccccc3o2)c(C(=O)OCC)c1C	16	-26	-8	-34	-73	-31	-25	-21	7	-61	1
Cc1ccc(C(=O)N2[C@@H]3CN(C)C(=O)[C@@]2(Cc2ccccc2)[C@H]2C(=O)N(C)C(=O)[C@@H]32)cc1	-7	-3	0	-18	-8	-22	10	4	2	-3	/
COc1ccc(OCC(=O)Nc2ccc3oc(-c4ccncc4)nc3c2)cc1	-2	-2	-1	11	-35	8	-20	-1	2	-1	0
Brc1ccc(C2=CSC3=NCCN23)cc1	-10	16	0	14	1	-5	-7	-6	1	7	-1
CC1=C(C(=O)N(C)C)CC(CC(=O)NCCc2ccccn2)C(=O)N1CCCN1CCCC1=O (stereo not drawn)	8	/	2	-14	3	-17	4	-51	-3	-13	/

A section from the list above, for reference:
SMILES	CF NFkB inh	TRPM1 prom inh	TWEAK Fn14 block	KKLEB cytotox	Peg3 prom inh	Shn3 3UTR inh	HIF-2a inh	NR2E3 ag-1	TRAIL sens C8	TROY signal inh	NR2E3 ag-2
Cc1cc(C)c(NC(=O)CSc2nc(=O)n(CCN3CCOCC3)c3c2CCCC3)c(C)c1	5	-1	2	-6	16	20	12	-6	-3	2	-5
O=C(NCCCc1nc2ccccc2[nH]1)c1ccco1	3	14	12	-16	4	12	7	-13	2	4	3
CCOC(=O)c1cnc2cc(-c3ccc(C(C)(C)C)cc3)nn2c1N	3	-69	-3	-2	-90	-46	-164	-19	12	-21	0
CCOc1ccccc1NS(=O)(=O)c1cn(C)nc1C	16	-3	-27	-7	9	-15	16	-9	1	-3	1
O=C1CCN(C(=O)c2ccccc2)C2CCCCC12 (stereo not drawn)	5	3	17	-9	0	13	7	-8	0	-4	-1
CC(C)C[C@@H](CN1CCC[C@@H]1CN1C(=O)C(=O)NC[C@@H]1Cc1ccccc1)N1C[C@H](Cc2ccccc2)N(CC2CCCCC2)C(=O)C1=O	/	/	15	/	/	/	-65	-10	11	24	/
O=C(CCc1nnc2ccc(NCc3ccco3)nn12)N1CCN(c2ccc(F)cc2)CC1	12	10	24	-1	24	2	10	-6	-12	-2	2
CCOc1ccc2[nH]c(=O)c(CN(Cc3cccs3)C(CC)c3nnnn3C(C)(C)CC)cc2c1 (stereo not drawn)	8	16	-5	-6	16	2	13	-7	-9	-3	/
Nc1ccc(C(=O)Nc2cccc(N)c2)cc1	-20	-10	3	8	-74	-29	-118	-48	-8	-38	/
O=C(CC1C(=O)NCCN1Cc1ccc(F)cc1)NCCCn1cccn1 (stereo not drawn)	1	10	13	-3	7	3	3	-5	4	-6	4
COc1ccc2nc(SC(C)C(=O)NCC(=O)Nc3ccc(F)c(F)c3F)[nH]c2c1 (stereo not drawn)	15	-5	-18	-21	-27	-15	-31	15	14	-21	/
